Bioassay records from PubChem.
TRPC6 inh: inhibitors of mouse TRPC6 channel | Q61143 | HEK293-TRPC6, membrane potential dye, ACh-evoked depolarization; stronger effect = lower value | B-score at 10 µM | 310,000 compounds, 1.1% hits;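 active = B-score under library mean minus 3 SD, initial fluorescence not abnormally high, positive integrated signal ratio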;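 also: B-score derived from integrated fluorescence ratio over the kinetic read; more negative B-score means stronger inhibition of depolarization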
Target sequence (Q61143 whole entry, looked up): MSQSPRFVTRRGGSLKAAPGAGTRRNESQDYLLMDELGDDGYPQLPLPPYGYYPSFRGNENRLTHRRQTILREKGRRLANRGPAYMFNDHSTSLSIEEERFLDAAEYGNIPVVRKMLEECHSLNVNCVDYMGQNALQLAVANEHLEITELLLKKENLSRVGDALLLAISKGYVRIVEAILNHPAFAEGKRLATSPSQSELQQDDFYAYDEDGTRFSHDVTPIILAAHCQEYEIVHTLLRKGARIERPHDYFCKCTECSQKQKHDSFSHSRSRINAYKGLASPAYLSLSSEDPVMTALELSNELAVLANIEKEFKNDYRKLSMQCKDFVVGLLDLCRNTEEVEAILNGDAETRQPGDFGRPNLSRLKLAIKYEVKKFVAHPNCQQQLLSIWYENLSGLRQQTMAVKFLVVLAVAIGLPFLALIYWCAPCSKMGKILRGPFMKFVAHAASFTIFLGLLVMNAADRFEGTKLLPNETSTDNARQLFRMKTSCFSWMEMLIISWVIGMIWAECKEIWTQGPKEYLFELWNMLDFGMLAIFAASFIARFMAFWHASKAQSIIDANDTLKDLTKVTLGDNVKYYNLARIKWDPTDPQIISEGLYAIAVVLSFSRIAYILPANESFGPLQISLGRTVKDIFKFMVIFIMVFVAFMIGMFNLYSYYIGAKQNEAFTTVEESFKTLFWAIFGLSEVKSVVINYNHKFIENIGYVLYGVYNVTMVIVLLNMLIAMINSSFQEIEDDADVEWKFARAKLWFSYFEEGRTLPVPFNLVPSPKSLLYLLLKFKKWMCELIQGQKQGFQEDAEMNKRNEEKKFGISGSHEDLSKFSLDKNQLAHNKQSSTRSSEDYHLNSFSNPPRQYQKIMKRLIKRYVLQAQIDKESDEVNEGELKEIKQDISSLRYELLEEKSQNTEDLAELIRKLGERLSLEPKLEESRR
MrgX1 agonist: activates human MrgX1 receptor signaling; MrgX1-HEK293 cells, Fluo-4 calcium fluorescence, agonist mode; stronger effect = higher value; B-score at 10 µM; 310,000 compounds, 0.44% hits; AID 588627;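 active = calcium response B-score plate-corrected fluorescence ratio at least 3 library SD, with starting fluorescence B-score inside 5 SD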
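Material – MrgX1-expressing HEK293 cells · Input – 15,000 cells seeded per well · Dosing – compound as first of three additions · Times – overnight seeding, then 1 h dark dye loading · Measured by – kinetic Fluo-4 NW fluorescence of intracellular calcium · Read-out – B-scored fluorescence response ratio · Benchmarks – positive and negative control wells on each plate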
HDAC3 inh: human HDAC3 inhibition; O15379; recombinant HDAC3, fluorogenic peptide/trypsin coupled, fluorescence; inhibition, % at 8.3 µM; 320,000 compounds, 0.15% hits; in the data active = inhibition above about 26%, passing the limit was not always enough
MrgX1 allo act: human MrgX1 positive allosteric modulation, primary screen; MrgX1-HEK293, Fluo-4 calcium flux, FDSS; stronger effect = higher value; B-score at 10 µM; 310,000 compounds, 0.63% hits;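 active = plate-corrected calcium response at least 3 library SD above typical, normal starting fluorescence, not activating the receptor alone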;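 also: compound read alongside a low EC10 to EC30 dose of BAM8-22 agonist; peak minus trough fluorescence over baseline measured at the second addition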
RGS4 pot: RGS4 potentiation or activation; B-score at 10 µM; AID 463111; HEK293 M3R/inducible RGS4, carbachol calcium flux Fluo4; stronger effect = lower value; 310,000 compounds, 0.92% hits;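 active = B-score of the integrated calcium signal more than 4 SD below the library mean, with starting fluorescence not abnormally high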;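 also: negative B-score means reduced calcium response which marks RGS4 activation or potentiation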
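Material: Inducible-RGS4 HEK293 cells carrying M3 receptor; also added: carbachol at ECmax as muscarinic agonist stimulus; incubation: compound preincubation 20 min at room temperature before agonist; signal: Fluo4-AM (2 µM) calcium-flux fluorescence, kinetic read; measure: integrated calcium ratio converted to B score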
TMEM16A act: mouse TMEM16A channel activation, primary screen | Q8BHY3 | HEK293 TMEM16A/YFP-H148Q/I152L, iodide quench fluorescence; stronger effect = lower value | B-score at 10 µM | 340,000 compounds, 0.3% hits | AID 623877;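 active = fluorescence-ratio B-score plate-corrected deviation score at least 3 library SD below zero, with starting fluorescence score within 5 deviations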;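 also: channel opened by trigger with iodide after compound preincubation; score built on the fluorescence ratio of max minus min over baseline; more negative score means more quench and so TMEM16A activation or potentiation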
TRPC6 activator: activates the mouse TRPC6 cation channel; HEK293-TRPC6 membrane potential dye fluorescence; stronger effect = higher value; B-score at 10 µM; 310,000 compounds, 0.13% hits; Q61143;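 active = B-score of the integrated fluorescence ratio above library mean plus 3 SD, and starting fluorescence ratio within library mean plus 5 SD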;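 also: higher score means more depolarization so channel activation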
TMEM16A inh: mouse TMEM16A channel inhibition, primary screen; Q8BHY3; HEK293 TMEM16A/YFP iodide influx fluorescence, ionomycin; normalized B-score (activity score, 25-100; higher = stronger inhibition) at 10 µM; 310,000 compounds, 1.2% hits;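 active = ratio plate-corrected score three or more library SD toward inhibition, starting fluorescence score within five deviations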;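 also: score derived from kinetic fluorescence span divided by baseline fluorescence per well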
SKKanGAS inh: blocks kanamycin growth of S. pyogenes SKKanGAS strain | inhibition, % at 7.5 µM | 300,000 compounds, 1.3% hits | BacTiter-Glo, 6 h;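 active = mean replicate score, as percent of positive control median, at least 50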;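 also: strain carries kanamycin resistance gene driven by streptokinase promoter and grows in 40 µg/ml kanamycin; loss of luminescence reflects streptokinase promoter inhibition or plain growth inhibition; 0% = median of DMSO wells and 100% = positive control at its reference dose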
MrgX1 antagonist: antagonists of human MrgX1 receptor; MRGX1-HEK293 calcium flux, Fluo-4, BAM8-22 antagonism; stronger effect = lower value; B-score at 10 µM; 310,000 compounds, 1.3% hits; AID 588676;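 active = calcium-response B-score plate-corrected more than 3 library SD below zero, starting fluorescence within 5 deviations, no agonist response on first addition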;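 also: peak minus trough fluorescence over baseline after final BAM8-22 challenge near maximal dose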
RGS4 inh: inhibitors of human RGS4; P49798; AID 463165; HEK293 M3R/RGS4 inducible, Fluo-4 calcium flux; stronger effect = higher value; triggered by carbachol at its EC20; 310,000 compounds, 0.45% hits; B-score at 10 µM;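 active = B-score, a plate-corrected calcium signal, over three deviations above library mean, with baseline fluorescence within five deviations of library mean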;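 also: RGS4 expression induced by doxycycline in cells with stable M3 receptor; B-score is computed from the integrated fluorescence ratio over baseline after carbachol; higher B-score means a larger calcium signal and so more RGS4 inhibition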
Numbers without * were called inactive; i = inactive; · = not tested or not shown.

SMILES	TRPC6 inh	MrgX1 agonist	HDAC3 inh	MrgX1 allo act	RGS4 pot	TMEM16A act	TRPC6 activator	TMEM16A inh	SKKanGAS inh	MrgX1 antagonist	RGS4 inh
COc1ccc(CNCc2c(F)cccc2F)cc1OC	i	i	-4	i	i	i	i	i	4	i	i
O=C(Cn1nc(-c2nn(CC(=O)c3ccccc3)c3[n+]2CCCCC3)[n+]2c1CCCCC2)c1ccccc1	i	i	-10	i	i	i	i	i	6	i	i
CC(=O)NCC(=O)NC1CC(C)(C)Cc2c1cnn2-c1ccccc1 (stereo not drawn)	i	i	-5	i	i	i	i	i	-9	i	i
COc1ccc(NC(=O)NC2(C(=O)N3CCN4CCCC4C3)CCCCC2)cc1 (stereo not drawn)	i	i	-8	i	i	i	i	i	-12	i	i
S=C(Nc1ccc(Cl)cc1)NC1CC2CCCC(C1)N2C1CCCC1 (stereo not drawn)	i	i	0	i	i	i	i	i	2	i	i
O=c1[nH]cc(S(=O)(=O)N2CCN(c3cccc(Cl)c3)CC2)c(=O)[nH]1	i	i	-12	i	i	i	i	i	-4	i	i
COC(=O)c1c(-c2ccc(C)cc2)csc1NC(=S)NC(=O)c1cc(OC)cc(OC)c1	i	i	-3	i	i	i	i	i	0	i	i
CCN=C1SC(C(=O)NCCc2ccccc2)CC(=O)N1CC (stereo not drawn)	i	i	3	i	i	i	i	i	8	i	i
CC1CCCC1/C(=N/O)c1ccccc1 (stereo not drawn)	i	i	1	i	i	i	i	i	1	i	i
O=C(NCCO)N1c2ccccc2Sc2ccccc21	i	i	-7	i	i	i	i	i	17	i	i
CCN(C(=O)COC(=O)c1cc([N+](=O)[O-])ccc1N1CCOCC1)C1CCS(=O)(=O)C1 (stereo not drawn)	i	i	0	i	i	i	i	i	-3	i	i
COc1cc(CN2CCc3ccccc3C2)cc([N+](=O)[O-])c1O	i	i	8	i	i	i	i	i	3	i	i
Cc1nn(Cc2ccc(Cl)cc2)c(C)c1NC(=O)c1cc(C(C)C)on1	i	i	4	i	i	i	i	i	4	i	i
S=C(NCC1CCCO1)Nc1ccc(Nc2ccccc2)cc1 (stereo not drawn)	i	i	3	i	i	i	i	100*	4	i	i
COc1ccccc1CN(CC(=O)NCc1ccc(F)cc1)C(=O)c1csnn1	i	i	3	i	i	i	i	i	15	i	i
O=C(CN1CCC(n2nnc3cc(C(F)(F)F)ccc32)CC1)Nc1ccc2c(c1)OCCO2	i	i	9	i	i	i	i	i	2	i	i
CCOC(=O)c1cncc(C#CCO)c1	i	i	-4	i	i	i	i	i	16	i	i
O=C(Nc1ccnn1C1CCN(C(=O)c2cccc(C(F)(F)F)c2)CC1)C1CC1	i	i	2	i	i	i	i	i	10	i	i
O=C(c1c[nH]c2ccc(S(=O)(=O)N3CCOCC3)cc2c1=O)N1CCN(c2ccccn2)CC1	i	·	·	·	i	i	i	·	-5	·	i
C=CCN(Cc1cc(OC)ccc1OC)C(=O)c1cc2ccc(OC)cc2[nH]1	i	i	-4	i	i	i	i	i	7	i	i
O=C(CC(c1ccccc1)c1ccccc1)N1CCN(c2ccccn2)CC1	i	i	8	i	i	i	i	i	4	i	i
COc1cccc(NC(=S)N2CCN(C)CC2)c1	i	i	3	i	i	i	i	i	4	i	i
O=C1CN(C(=O)COC(=O)c2ccc(N3CCCCCC3)c([N+](=O)[O-])c2)c2ccccc2N1	i	i	7	i	i	i	i	i	6	i	i
O=C1CCc2cc(S(=O)(=O)NCc3ccc(F)cc3)cc3c2N1CCC3	i	i	-1	i	i	i	i	i	-10	i	i
COc1ccc(C2CC(c3cccs3)=NN2C(=O)CSc2nc(=O)n3cc(C)ccc3n2)cc1 (stereo not drawn)	i	i	-1	i	i	i	i	i	15	i	i
O=C(Cc1ccsc1)NNC(=O)c1ccccc1Cl	i	i	-3	i	i	i	i	i	-3	i	i
Cc1ccc(C)c(NC(=O)CN(C)C(=O)C2CCN(S(=O)(=O)c3ccc4c(c3)OCCO4)CC2)c1	i	i	-5	i	i	i	i	i	-8	i	i
CCn1cnc2c1c(=O)n(Cc1nnc3n1-c1ccccc1SC3)c(=O)n2Cc1ccccc1	i	i	-2	i	i	i	i	i	2	i	i
CCN1CCc2c(OCC(=O)N3CCCCC3)cccc2C1=O	i	i	-2	i	i	i	i	i	-3	i	i
CCN(C(=O)COC(=O)c1cc(NS(=O)(=O)c2ccc(Cl)c([N+](=O)[O-])c2)ccc1O)C1CCCCC1	i	i	3	i	i	i	i	i	12	i	i
Cc1nnc(SCC(=O)Nc2nsc(-c3ccccc3)n2)s1	i	i	9	i	i	i	i	i	-4	i	i
CCOCCCNS(=O)(=O)c1cc2[nH]c3c(c2cc1C)C(=O)CC(C)(C)C3	i	i	4	i	i	i	i	i	7	i	i
O=C(/C=C/c1cccc(Br)c1)Nc1nn[nH]n1	i	i	3	i	i	·	i	i	-3	i	i
C#CCOCCOCCOCCNc1nc(N2CCN(C(=O)[C@H](CCCCN)n3cc(C(N)CO)nn3)CC2)nc(N2CCN(C(=O)[C@H](CCC(=O)O)n3cc(C(N)CC(C)C)nn3)CC2)n1 (stereo partly drawn)	i	·	·	·	i	·	i	·	0	·	i
O=S(=O)(c1cccc(F)c1)N1CCN(C(=S)NCc2ccccc2)CC1	i	i	-2	i	i	i	i	i	12	i	i
Cc1ccc(S(=O)(=O)CCC(=O)Nc2cccc(C)c2)cc1	i	i	-4	i	i	i	i	i	2	i	i
Cc1ccc(NC(=O)CS(=O)(=O)c2c[nH]c3ccccc23)c(C)c1	i	i	4	i	i	i	i	i	-2	i	i
COC(=O)[C@@]12CCCCN1[C@H](c1ccc(-c3cccc(Cl)c3)cc1)[C@H]1C(=O)N(C)C(=O)[C@H]12	i	i	13	i	i	i	i	i	-3	i	i
CC(=O)Oc1ccc(-c2csc(Nc3cccnc3)n2)cc1	i	i	-3	i	i	i	i	i	-5	i	i
COC(=O)c1ccc(N(CC(=O)NC2CCCCC2)C(=O)CNC(=O)c2ccco2)cc1	i	i	0	i	i	i	i	i	-18	i	i

Fetched one by one from above (4):
SMILES	TRPC6 inh	MrgX1 agonist	HDAC3 inh	MrgX1 allo act	RGS4 pot	TMEM16A act	TRPC6 activator	TMEM16A inh	SKKanGAS inh	MrgX1 antagonist	RGS4 inh
O=C(CC(c1ccccc1)c1ccccc1)N1CCN(c2ccccn2)CC1	i	i	8	i	i	i	i	i	4	i	i
COC(=O)[C@@]12CCCCN1[C@H](c1ccc(-c3cccc(Cl)c3)cc1)[C@H]1C(=O)N(C)C(=O)[C@H]12	i	i	13	i	i	i	i	i	-3	i	i
COc1cccc(NC(=S)N2CCN(C)CC2)c1	i	i	3	i	i	i	i	i	4	i	i
Cc1ccc(S(=O)(=O)CCC(=O)Nc2cccc(C)c2)cc1	i	i	-4	i	i	i	i	i	2	i	i

Further records follow.
SMILES	TRPC6 inh	MrgX1 agonist	HDAC3 inh	MrgX1 allo act	RGS4 pot	TMEM16A act	TRPC6 activator	TMEM16A inh	SKKanGAS inh	MrgX1 antagonist	RGS4 inh
O=C1SC(SC(=Nc2ccccc2)Nc2ccccc2)C(=O)N1c1ccccc1 (stereo not drawn)	i	i	5	i	i	i	i	i	3	i	i
COc1ccc2c(CC(=O)NC3CCCc4ccccc43)coc2c1 (stereo not drawn)	i	i	4	i	i	i	i	i	5	i	i
O=C(NNC(=O)c1ccccc1[N+](=O)[O-])Nc1ccc(Cl)cc1	i	i	-4	i	i	i	i	i	-8	i	i
Nn1c(SCCOc2ccc(Cl)cc2)nnc1-c1cccnc1	i	i	9	i	i	i	i	i	-3	i	i
O=C(NCCc1cccs1)C1CCC(=O)N(CCc2cccc(F)c2)C1 (stereo not drawn)	i	i	1	i	i	i	i	i	0	i	i
COc1ccc(C(=O)Nc2ccc(O)c3c(=O)cc(-c4cccc(Cl)c4)oc23)cc1	i	i	1	i	i	i	i	i	5	i	i
CCOc1ccc(S(=O)(=O)NCc2ccncc2)cc1	i	i	2	i	i	i	i	25*	1	i	i
O=C([O-])c1ccccc1-[n+]1c(-c2ccccc2)cc(-c2ccccc2)cc1-c1ccccc1	i	i	12	i	i	i	i	i	-1	i	i
Cc1occc1-c1nnc(SCC(=O)N(C)CCC#N)n1N	i	i	-4	i	i	i	i	i	-4	i	i
COC(=O)CCN(C(=O)c1ccc2c(c1)OCO2)c1ccccn1	i	i	1	i	i	i	i	i	-3	i	i
O=C(COc1ccccc1)Nc1nccs1	i	i	-4	i	i	i	i	i	5	i	i
CN1c2ccccc2C(C)(C)C12CC(c1ccc(Cl)c(S(=O)(=O)N3CCCC3)c1)=NO2 (stereo not drawn)	i	i	3	i	i	·	i	i	2	i	i
Cc1ccc(NC(=O)CC2SC3=NCCCN3C2=O)c(C)c1 (stereo not drawn)	i	i	2	i	i	i	i	i	5	i	i
O=C(NC(=S)NC1CCCCCC1)c1cncc(Br)c1	i	i	4	i	i	i	i	i	3	i	i
Cc1ccc(S(=O)(=O)N2CCN(C(=O)/C=C/c3ccco3)CC2)cc1	i	i	5	i	i	i	i	i	-2	i	i
COC(CNC(=O)C1CCN(C(=O)c2cc3oc(C)cc3n2Cc2c(F)cccc2Cl)CC1)OC	i	i	10	i	i	i	i	i	5	i	i
CCCn1cnc2c(N)c(C)c(C)cc21	i	i	2	i	i	i	i	i	5	i	i
COc1cc(S(=O)(=O)N2CCN(c3ccccc3)CC2)ccc1F	i	i	-15	i	i	i	i	i	-5	i	i
Cc1cc(C)c(S(=O)(=O)c2ccccc2C)c(OCCO)n1	i	i	-2	i	i	i	i	i	-7	i	i
CSc1nsc(SCC(=O)Nc2ccc(F)cc2F)n1	i	i	4	i	i	i	i	i	-2	i	i
CCn1ccnc1CN(C)Cc1cn(C)nc1-c1ccccc1F	i	i	2	i	i	i	i	i	-7	i	i
CCOC(=O)c1cc(NC(=O)Nc2nccs2)c(C)nc1C	i	i	1	i	i	i	i	i	-7	i	i
Cc1ccc(-c2nc3ccccc3c(=O)n2CCCN2CCOCC2)cc1	i	i	-2	i	i	i	i	i	1	i	i
Cc1ccccc1Sc1ccc(N)cn1	i	i	6	i	i	i	i	i	3	i	i
